# Assay outcomes (PubChem)
# LmPK inhibitor: blocks Leishmania mexicana pyruvate kinase activity; Q27686; purified LmPK, Kinase-Glo ATP luminescence, 1 h; Potency, µM (doses to about 57.5 µM), inactives show at the highest dose activity change, negative = inhibition, actives largely listed as inhibitors; 290,000 tested, 0.37% active; further: potency means the concentration at half of the fitted maximal effect; on the % scale 0 is the no-effect control and ±100 the full control effect
# Target sequence (Q27686 whole entry, looked up): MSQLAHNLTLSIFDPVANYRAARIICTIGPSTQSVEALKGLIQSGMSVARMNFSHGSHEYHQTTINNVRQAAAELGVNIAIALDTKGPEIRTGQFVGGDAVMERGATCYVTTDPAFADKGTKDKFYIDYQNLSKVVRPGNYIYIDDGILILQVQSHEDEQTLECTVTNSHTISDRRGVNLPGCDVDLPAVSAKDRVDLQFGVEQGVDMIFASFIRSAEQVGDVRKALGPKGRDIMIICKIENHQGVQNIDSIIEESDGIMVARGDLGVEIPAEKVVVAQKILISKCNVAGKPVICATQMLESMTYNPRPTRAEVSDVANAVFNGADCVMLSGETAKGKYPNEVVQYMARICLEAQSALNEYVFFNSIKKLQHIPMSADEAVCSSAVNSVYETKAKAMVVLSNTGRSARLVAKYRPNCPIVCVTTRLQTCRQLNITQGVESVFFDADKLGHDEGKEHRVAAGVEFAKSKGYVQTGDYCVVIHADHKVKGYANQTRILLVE
#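 ATP generated from ADP (0.1 mM) and PEP (0.5 mM) by 0.1 nM LmPK over 1 h at room temperature (pH 7.2 imidazole buffer) was detected by coupled luciferase luminescence. Values were normalized to uninhibited and no-enzyme wells.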
# Shiga inhibitor: Shiga toxin inhibition | Vero cells, Shiga toxin protein synthesis inhibition reporter | inhibition, % at 38.7 µM | 290,000 tested, 9.2% active | AID 2315; in the data active means inhibition mostly above about 28%, no sharp cut-off; inactive means mostly below about 43%; further: 0% is about no effect
# Pf growth 48h: inhibits P. falciparum growth in the first generation, 48 h. AID 504832. 310,000 tested, 5.9% active. P. falciparum luciferase growth in erythrocytes, 48 h. Potency, µM (series often up to 28.7 µM), for the others: at the top dose activity change, negative = inhibition, most hits filed as inhibitors; further: potency means the concentration at half of the fitted maximal effect; on the % scale 0 is the no-effect control and ±100 the full control effect
#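 In quantitative HTS format, infected erythrocytes bearing luciferase-reporter parasites were treated for a single generation at 37 C. Luminescence after adding detection reagent served as the growth measure.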
# CHX counter: affects cycloheximide protein synthesis inhibition readout, counter-screen; cell reporter, cycloheximide protein synthesis inhibition counterscreen; max response, %; 300,000 tested, 12% active; in the data active means max response mostly above about 13%, no sharp cut-off; inactive means mostly below about 14%; further: read at 38.3 µM for the half of the compounds with a filed dose; 0% is about no effect
# Pf growth 96h: P. falciparum growth inhibition at 96 hours; P. falciparum luciferase reporter growth, 96 h; Potency, µM (titrated, usually from 28.7 µM), without a hit: top-dose activity change, negative = inhibition, actives largely listed as inhibitors; 320,000 tested, 6.9% active; AID 504834; further: potency means the concentration at half of the fitted maximal effect; on the % scale 0 is the no-effect control and ±100 the full control effect
#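 Readout is luminescence from an integrated firefly luciferase in P. falciparum. Red cells, 2% hematocrit and 0.05% parasitemia final, were cultured with compound through two parasite generations (96 hours) at 37 C, 5% CO2.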
# TbPYK inhibitor: T. brucei pyruvate kinase inhibition; AID 624173; Q57TT1; 410,000 tested, 0.12% active; Potency, µM (doses to about 76.8 µM), for inactives: at the top dose activity, negative = inhibition, hits mostly inhibitors; TbPYK enzyme, Kinase-Glo Plus ATP luminescence, 45 min; further: potency means the concentration at half of the fitted maximal effect; on the % scale 0 is the no-effect control and ±100 the full control effect; nearly all actives have a fitted effect of over 50% in size
#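 Activity of T. brucei pyruvate kinase was followed by Kinase-Glo Plus luminescence after the enzyme reacted 45 min at room temperature with 130 uM ADP (final) and substrate. Test compounds were added before ADP at multiple concentrations.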
# HCV inh: HCV inhibition; Huh7.5.1 HCVcc-Cre infection, luciferase reporter, 44 h; Potency, µM (series often up to 41.8 µM), inactives show at the top dose activity change, negative = inhibition, actives largely listed as inhibitors; 340,000 tested, 3.4% active; AID 651820; further: potency means the concentration at half of the fitted maximal effect; on the % scale 0 is the no-effect control and ±100 the full control effect
#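 Compounds are dispensed onto cells plated 4 h earlier at 1,000 per well, with HCVcc-Cre virus (about 0.5 moi) added next. Following 44 h of culture, luminescent signal is measured for 15 sec after 15 min with substrate at room temperature.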
# The depositor's hits bear a star; i = inactive; ? = inconclusive; nt = not tested or not shown; [ ] = remark or other dose. Unless noted, the call rests on the fitted dose curve; in most records, active means well fitted curve in the direction sought with a large enough effect; inconclusive means small, poorly fitted or top-dose-only effect, or another doubt; inactive means no such curve, though single readings can be large; an effect the other way counts as inactive or inconclusive.
item	molecule	HCV inh	Shiga inhibitor	CHX counter	Pf growth 96h	Pf growth 48h	TbPYK inhibitor	LmPK inhibitor
1	Cc1ccc(NC(=O)c2cnn(-c3ccccc3)c2C)c(C)c1	-18.1%	23.3	38.2*	140.4%[activator]	97.2%[activator]	1.3%	-3.0%
2	Cc1c(C(=O)O)sc(S(=O)(=O)N2CCN(C(=O)Cc3ccccc3)CC2)c1C(=O)O	-1.0%	nt	nt	-14.3%	49.8%[activator]	-14.0%	nt
3	Oc1c(Br)cc(Br)cc1C=Nc1ccc2c(c1)OCCO2	10.7%	50.0*	32.1*	24.0%	65.7%[activator]	-4.5%	-3.9%
4	NC(=O)SCC(=O)Nc1ccc(Cl)cc1	10.8%	-14.0	-0.8	?	37.5%[activator]	0.4%	-3.4%
5	COc1ccc(OCC(=O)N/N=C(\C)c2ccc(-n3ccnc3)cc2)cc1	26.2%	42.7	14.6	-23.4%	11.2%	-0.2%	-1.3%
6	COc1ccc(C)cc1S(=O)(=O)Nc1cc2c3c(c1)CC(=O)N3CCC2	23.7%	nt	nt	-14.9%	?	-6.4%	nt
7	COc1ccccc1CN(C)C(=O)c1cccc(S(=O)(=O)N2CCCC2)c1	-8.2%	nt	nt	?	-25.2%	0.5%	nt
8	NS(=O)(=O)c1ccc(CNC(=O)CNC(=O)Cc2ccccc2)cc1	9.0%	-15.2	-3.3	30.8%	-9.2%	-6.2%	3.2%
9	Cc1cccc(/C=N/NC(=O)c2ccccc2OCc2cccc(Br)c2)n1	?	12.0	1.5	?	14.7µM*	-10.8%	0.6%
10	CCOC(=O)C(=O)N1CCN(c2ccccc2OC)CC1	?	-12.9	-2.9	20.6%	19.6%	-2.9%	3.0%
11	COc1ccc(-c2ccc(C#N)c(SCC(=O)NC3CC3)n2)cc1OC	-1.2%	8.8	-1.9	?	-2.9%	-0.7%	-1.9%
12	Cc1ccc(C(=O)N2CCC(C(=O)c3ccc(Cl)cc3)CC2)cc1	?	-4.0	-2.9	?	24.7%	-1.7%	-0.6%
13	CCN1CCn2c3c(c4cccc(C)c42)CCCC31 (configuration not stated)	-22.7%	-5.5	-2.6	6.5%	?	-1.6%	-2.8%
14	NC(=O)c1ccc(NC(=O)COC(=O)CC(NC(=O)c2ccccc2Cl)c2ccccc2)cc1 (configuration not stated)	-0.9%	-2.1	-1.8	13.6%	-2.5%	-4.6%	0.9%
15	O=C(CSc1nc2ccccc2n1Cc1ccccc1Cl)N/N=C/c1ccccc1C(=O)O	12.6%	39.1	17.5*	5.22µM*	?	-22.6%	0.3%
16	CCCCn1c(N)c(N(CC)C(=O)C2CCN(C(=O)c3ccccc3C)CC2)c(=O)[nH]c1=O	-14.1%	nt	nt	-11.0%	-10.0%	0.7%	nt
17	O=C(CCC1CCCC1)N1CCN(C(=O)COc2ccccc2)CC1	3.1%	8.7	2.5	128.7%[activator]	-8.3%	-26.7%	5.0%
18	COc1ccc(CCN2C(=O)CC(N3CCOCC3)C2=O)cc1OC (configuration not stated)	13.3%	-4.4	-1.9	?	-9.9%	3.9%	0.6%
19	CN(C)c1ccc(CNc2ncc(Br)cc2Br)cc1	-7.8%	66.0*	33.6*	159.8%[activator]	44.4%[activator]	2.9%	9.0%
20	COC(=O)c1cc(NC(=O)COC(=O)C2CCC2)cc(C(=O)OC)c1	13.0%	nt	nt	31.4%[activator]	1.0%	0.8%	nt
21	COc1cc(OC)cc(-c2nc3ccccc3c(=O)n2NC(=O)c2cccnc2Cl)c1	-10.3%	-7.2	-0.6	?	-0.1%	6.6%	-2.1%
22	O=C(Nc1ccccc1)c1cccc(S(=O)(=O)Nc2ccccn2)c1	1.0%	3.4	7.0	25.6%	23.0%	-3.1%	-3.9%
23	Cc1nc2c(C(=O)Nc3ccc(N4CCCC(O)C4)cc3)snc2c(=O)[nH]1 (configuration not stated)	-9.6%	1.0	1.7	?	1.65µM*	-9.9%	-0.1%
24	Cc1cc(CN(C)C(=O)CC2C(=O)NCCN2Cc2c(F)cccc2Cl)n[nH]1 (configuration not stated)	1.0%	-4.6	1.2	?	2.8%	-5.0%	3.3%
25	COc1cccc(CC(=O)N2CCC(CCC(=O)Nc3cccc(OC)c3)CC2)c1	-11.2%	20.4	22.5	?	?	0.4%	-5.4%
26	C=C(C)C1CC=C(C)/C(=N/NC(=O)CCCNc2cccc(C)c2)C1 (configuration not stated)	?	-8.6	-0.9	-1.1%	?	-9.7%	-0.1%
27	Cc1ccc(Cn2nnc3c(=O)n(CC(=O)c4ccccc4)cnc32)cc1	15.1%	-4.7	-2.5	-15.9%	-10.6%	-2.5%	3.9%
28	CC1(C)CC(=O)C=C(Nc2ccccn2)C1	8.1%	-3.3	18.6	2.1%	7.5%	15.4%	0.5%
29	CCC(NC(=O)CCC(=O)N1CCN(S(=O)(=O)c2ccc(C)cc2)CC1)c1ccc(C)cc1 (configuration not stated)	-29.0%	nt	nt	?	?	3.6%	nt
30	COc1ccc(N2C3=[N+](CC2(C)O)c2ccccc2CC3)cc1 (configuration not stated)	-15.7%	11.7	22.0*	nt	14.9%	-7.5%	3.9%

# Copied from the results shown, six compounds:
item	molecule	HCV inh	Shiga inhibitor	CHX counter	Pf growth 96h	Pf growth 48h	TbPYK inhibitor	LmPK inhibitor
25	COc1cccc(CC(=O)N2CCC(CCC(=O)Nc3cccc(OC)c3)CC2)c1	-11.2%	20.4	22.5	?	?	0.4%	-5.4%
26	C=C(C)C1CC=C(C)/C(=N/NC(=O)CCCNc2cccc(C)c2)C1 (configuration not stated)	?	-8.6	-0.9	-1.1%	?	-9.7%	-0.1%
27	Cc1ccc(Cn2nnc3c(=O)n(CC(=O)c4ccccc4)cnc32)cc1	15.1%	-4.7	-2.5	-15.9%	-10.6%	-2.5%	3.9%
28	CC1(C)CC(=O)C=C(Nc2ccccn2)C1	8.1%	-3.3	18.6	2.1%	7.5%	15.4%	0.5%
29	CCC(NC(=O)CCC(=O)N1CCN(S(=O)(=O)c2ccc(C)cc2)CC1)c1ccc(C)cc1 (configuration not stated)	-29.0%	nt	nt	?	?	3.6%	nt
30	COc1ccc(N2C3=[N+](CC2(C)O)c2ccccc2CC3)cc1 (configuration not stated)	-15.7%	11.7	22.0*	nt	14.9%	-7.5%	3.9%

# Later entries.
item	molecule	HCV inh	Shiga inhibitor	CHX counter	Pf growth 96h	Pf growth 48h	TbPYK inhibitor	LmPK inhibitor
31	c1ccc(CSc2nnc(Cc3ccccc3)o2)cc1	8.4%	53.7*	40.3*	449.9%[activator]	66.0%[activator]	-0.1%	6.0%
32	O=C1[C@H]2[C@@H](c3ccc(F)cc3)N3C(=O)N(c4ccccc4)C(=O)[C@@]3(Cc3ccccc3)[C@H]2C(=O)N1C1CCCCC1	-12.5%	nt	nt	?	?	0.0%	nt
33	CN(C)c1ccc(/C=N/NC(=O)c2ccc(Cl)cc2)cc1	-9.4%	18.2*	2.4	78.8%[activator]	34.7%[activator]	-5.8%	-1.4%
34	Cc1cc(C)nc(N/C(=N/S(=O)(=O)Cc2ccccc2)Nc2ccccc2)n1	-8.4%	-18.1	-4.6	64.4%[activator]	1.7%	-1.4%	-0.4%
35	Cc1c(F)cccc1NS(=O)(=O)c1ccccc1C#N	11.1%	-7.4	-1.9	215.8%[activator]	-0.9%	1.6%	-0.8%
36	CC(C)CC(NC(=O)C(Cc1ccc(OCc2ccccc2)cc1)NC(=O)OC(C)(C)C)C(N)=O (configuration not stated)	?	-7.5	-1.5	-18.2%	-16.9%	1.0%	9.7%
37	CCOC(=O)C(C(=O)Nc1cccc(C)n1)C1CCCCC1 (configuration not stated)	-12.0%	-5.0	-1.7	nt	nt	-3.7%	8.3%
38	CCOC(=O)CN(Cc1ccc(OC)c(OC)c1)S(=O)(=O)c1ccc(OC)cc1	-4.9%	-9.0	-2.2	9.28µM*	nt	-3.2%	-11.2%
39	C[N+]1=C2CCCCCN2C(O)(c2ccccc2)C1 (configuration not stated)	26.7%	-7.8	-1.9	8.28µM*	16.3%	2.1%	6.1%
40	Cc1noc(C)c1-c1nc(CS(=O)(=O)c2ccc(Cl)cc2)no1	16.1%	-6.1	-1.0	0.0%	53.9%[activator]	-6.0%	2.5%
41	Cc1ccc(C2(C)NC(=O)N(CC(=O)Nc3cccnc3Cl)C2=O)cc1 (configuration not stated)	10.9%	-1.5	-6.5	-36.7%	2.2%	-0.7%	-9.8%
42	COc1ccc(C2CC(C(F)(F)F)n3nc(C(N)=O)c(Cl)c3N2)cc1OC (configuration not stated)	-9.4%	-2.7	-1.9	nt	13.7%	0.9%	8.3%
43	CC(C)(C)c1ccc(C(=O)CC(Sc2ccc(Cl)cc2)C(=O)O)cc1 (configuration not stated)	-23.1%	-6.0	-1.0	?	-10.3%	?	0.9%
44	Cc1sc2nc(CN3CCCC3)nc(N3CCN(S(=O)(=O)c4cccc(F)c4)CC3)c2c1C	?	nt	nt	9.28µM*	8.28µM*	-9.7%	nt
45	O=C(COC(=O)[C@@H]1CCCN1S(=O)(=O)c1ccc(Cl)cc1)NC12CC3CC(CC(C3)C1)C2	0.2%	-3.2	-2.6	-25.1%	2.9%	0.1%	-7.8%
46	CCOc1ccccc1NC(=O)c1ccc(NC(=O)c2ccco2)cc1	10µM*	50.6	12.5*	-22.2%	2.94µM*	7.4%	-0.3%
47	CCOC(=O)c1cc(NC(=O)Nc2ccccc2Cl)c(C)nc1C	?	24.4	1.1	56.2%[activator]	8.0%	1.5%	0.5%
48	O=C(COC(=O)c1cccc(Cl)c1)Nc1ccc2[nH]c(=O)[nH]c2c1	?	nt	nt	3.2%	-34.1%	0.8%	nt
49	COc1ccc(Nc2nc(-c3ccc(OC)cc3)c(CCC(=O)O)s2)cc1	-20.0%	-6.3	2.4	-7.3%	0.9%	-6.5%	4.9%
50	O=C(Nc1ccc(Cl)c(Cl)c1)N1CC=C(c2ccccc2)CC1	-15.2%	9.9	4.4	?	1.3%	-0.4%	-2.0%
51	Cc1cc(C)c(C#N)c(Nc2ccc(F)cc2)n1	-6.0%	-8.6	-1.5	?	31.6%[activator]	-0.1%	-6.4%
52	Cc1ccc(NCc2nnc(SCC(=O)O)n2Cc2ccccc2)cc1Cl	16.7%	-12.2	0.4	-4.1%	31.1%	-0.7%	8.2%
53	CCOC(=O)c1cc(-c2ccccc2)sc1NC(=O)C(C)OC(=O)c1cccnc1Cl (configuration not stated)	3.8%	-15.4	-2.5	9.28µM*	-3.6%	-5.3%	4.6%
54	COc1ccc(CS(=O)(=O)c2nc(C)cc(C)c2S(C)(=O)=O)cc1	-11.7%	30.9	5.7	38.7%[activator]	i	5.6%	0.0%
55	COc1ccc(NC(=O)c2c(OC)cccc2OC)c(OC)c1	?	-19.0	-4.9	?	4.65µM*	-3.8%	-8.2%

# Entries of single compounds, looked up by structure. Screens in order: HCV inh, Shiga inhibitor, CHX counter, Pf growth 96h, Pf growth 48h, TbPYK inhibitor, LmPK inhibitor
# Cc1cc(C)nc(N/C(=N/S(=O)(=O)Cc2ccccc2)Nc2ccccc2)n1 as listed: -8.4%, -18.1, -4.6, 64.4%[activator], 1.7%, -1.4%, -0.4%
# CN(C)c1ccc(/C=N/NC(=O)c2ccc(Cl)cc2)cc1 as listed: -9.4%, 18.2*, 2.4, 78.8%[activator], 34.7%[activator], -5.8%, -1.4%
